Vif-APOBEC3G blk: inhibitors of Vif-APOBEC3G interaction; Q9HC16; HeLa A3G-eYFP + Vif (tagged APOBEC3G with the HIV-1 protein that degrades it), YFP fluorescence, overnight; Potency, µM (series often up to 46.1 µM), without a hit: at the highest dose activity, negative = active, hits mostly inhibitors; 0.076% of 410,000 active; AID 602310;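 further: potency means the concentration at half of the fitted maximal effect; on the % scale 0 is the no-effect control and ±100 the full control effect; nearly all actives have a fitted effect of over 60% in size; hits raise eYFP signal because A3G escapes Vif-driven loss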
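Read-out is eYFP fluorescence (Ex 488/Em 500-530) from Vif-expressing HeLa A3G-eYFP cells; more signal means A3G escaped Vif-mediated degradation. Cells plated overnight, compound pinned in, incubated overnight at 37 deg C.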
LDHA inh: blocks human lactate dehydrogenase A; P00338; purified LDHA, NADH/diaphorase-resazurin fluorescence; stronger effect = lower value; activity change, % (values are at about 110 or 230 µM); 0.15% of 480,000 active; in the data active means activity change below about -30%; inconclusive means mostly about -25% to -30%;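 further: plate controls were DMSO wells for no effect and wells without enzyme for full effect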
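Resorufin fluorescence (ex540/em590), read at 0 and 20 min after diaphorase/resazurin addition, reports the NADH left after a 5 min room-temperature reaction of 2 nM human LDH5 with 0.06 mM NADH and 0.2 mM pyruvate.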
D1 potentiator: enhances dopamine response at the human D1 receptor; P21728; HEK293 TREx D1 cells, calcium flux, dopamine EC20 potentiation; potentiation, % at 10 µM; 0.036% of 360,000 active; AID 504651; in the data active means potentiation above about 30%; further: 0% is about no effect
Target sequence (P21728 whole entry, looked up): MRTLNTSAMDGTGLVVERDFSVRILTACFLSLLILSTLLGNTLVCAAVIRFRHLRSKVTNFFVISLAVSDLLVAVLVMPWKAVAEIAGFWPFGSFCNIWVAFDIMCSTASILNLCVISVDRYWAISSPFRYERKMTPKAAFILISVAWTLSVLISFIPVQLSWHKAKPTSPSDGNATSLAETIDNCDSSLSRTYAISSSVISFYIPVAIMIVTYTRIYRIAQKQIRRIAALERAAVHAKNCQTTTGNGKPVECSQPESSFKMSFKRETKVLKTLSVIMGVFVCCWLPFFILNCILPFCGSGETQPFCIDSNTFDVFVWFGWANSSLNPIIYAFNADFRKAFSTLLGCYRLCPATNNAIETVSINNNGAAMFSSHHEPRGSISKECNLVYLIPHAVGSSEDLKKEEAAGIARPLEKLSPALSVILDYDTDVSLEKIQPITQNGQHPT
D1 antag: human D1 dopamine receptor antagonism; HEK293 TREx D1 cells, calcium flux, dopamine EC80; stronger effect = lower value; activity change, negative = inhibition, % at 10 µM; 3.2% of 360,000 active; AID 504652; in the data active means activity change below about -30%; further: on the % scale 0 is the no-effect control and ±100 the full control effect
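HEK293 T-REx cells expressing inducible, force-coupled D1 receptor; no-wash Ca dye, 30–90 min RT. Cmpd → 180 s read at 1 Hz → EC80 DA → 180 s read.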
RXFP1 agonist: activates the human relaxin receptor RXFP1; HEK293T-RXFP1 cAMP TR-FRET, 30 min; response scale: percent of porcine relaxin response, buffer zero; Potency, µM (titrated, usually from 57.5 µM), inactives show at the highest dose activation, most hits filed as activators; 0.3% of 370,000 active; further: potency means the concentration at half of the fitted maximal effect; on the % scale 0 is the no-effect control and ±100 the full control effect; nearly all actives have a fitted effect of over 60% in size; many of its hits are not listed in these tables
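HEK293T cells stably expressing RXFP1 were pretreated with the PDE4 inhibitor Ro 20174, exposed to compounds for 30 min at 37C, lysed, and cAMP was read by TR-FRET. Data normalized to buffer (basal) and 29 nM porcine relaxin (100%).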
D2 PAM: positively modulates the human D2 dopamine receptor allosterically | potentiation, % at 10 µM | 0.34% of 340,000 active | AID 485347 | HEK293 T-REx D2, calcium flux, EC20 dopamine potentiation | P14416;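 active means potentiation over 3 SD above the plate norm, cut at about 30% in these data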; further: 0% is about no effect
Target sequence (P14416 whole entry, looked up): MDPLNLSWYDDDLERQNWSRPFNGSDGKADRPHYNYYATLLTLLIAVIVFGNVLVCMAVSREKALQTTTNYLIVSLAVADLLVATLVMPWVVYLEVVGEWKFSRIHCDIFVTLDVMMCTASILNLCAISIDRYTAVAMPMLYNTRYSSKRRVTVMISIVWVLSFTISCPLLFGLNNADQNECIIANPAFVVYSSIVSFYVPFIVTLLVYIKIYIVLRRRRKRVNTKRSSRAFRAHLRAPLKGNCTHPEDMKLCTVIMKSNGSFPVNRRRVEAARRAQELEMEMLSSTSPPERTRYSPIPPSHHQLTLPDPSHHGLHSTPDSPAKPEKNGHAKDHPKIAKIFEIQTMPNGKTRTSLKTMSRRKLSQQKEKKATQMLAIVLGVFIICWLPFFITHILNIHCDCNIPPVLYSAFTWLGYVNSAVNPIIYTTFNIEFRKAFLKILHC
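Tetracycline-induced Hek293 Trex D2 cells, force-coupled to calcium, loaded with no-wash calcium dye. Compound added with 180 s kinetic read for agonism, then EC20 dopamine and a further 180 s read for potentiation.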
GRP78 ERSR act: induces the endoplasmic reticulum stress response in human glioma cells; U87-MG GRP78 promoter luciferase reporter, 16 h; Potency, µM, for inactives: top-dose activation, usual class: activators; 0.02% of 420,000 active; further: potency means the concentration at half of the fitted maximal effect; series mostly up to about 76 µM; % of control where 0% means no effect; nearly all actives have a fitted effect of over 35% in size
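Stably transfected U87-MG glioma cells carrying a GRP78-based luciferase sensor; 16 h compound incubation. Luminescence end-point read 10 min after Bright-Glo addition at room temperature.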
Vif-A3F inh: blocks the Vif interaction with APOBEC3F | HeLa A3F-eYFP + Vif (tagged APOBEC3F with the HIV-1 protein that degrades it), YFP fluorescence increase | Potency, µM (titrated, usually from 46.1 µM), for inactives: top-dose activity, negative = active | 0.2% of 390,000 active | AID 602313; further: potency means the concentration at half of the fitted maximal effect; % of control where 0% means no effect; nearly all actives have a fitted effect of over 65% in size
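HeLa cells stably expressing A3F-eYFP plus Vif, plated and incubated overnight at 37 deg C, then exposed to compounds overnight at 37 deg C. Blocked degradation read as raised yellow fluorescence (Ex 488/Em 500-530).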
D1 ag: activates the human D1 dopamine receptor | AID 504660 | activation, % at 2 µM | 1% of 360,000 active | P21728 | HEK293 T-REx D1 cells, calcium flux, agonist mode; in the data active means activation above about 30%; further: 0% is about no effect
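Inducible HEK293 T-REx D1 cells, force-coupled to calcium signalling, were plated at 4000 cells/well with tetracycline and held overnight at 30 C. After no-wash calcium dye loading, compound-evoked calcium rise over 180 s flagged agonists.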
An asterisk follows results filed as active; ? = inconclusive; . = no result given. Unless noted, the call rests on the fitted dose curve; in most records, active means well fitted curve in the direction sought with a large enough effect; inconclusive means small, poorly fitted or top-dose-only effect, or another doubt; inactive means no such curve, though single readings can be large; an effect the other way counts as inactive or inconclusive.

A first look (ten entries):
SMILES	Vif-APOBEC3G blk	LDHA inh	D1 potentiator	D1 antag	RXFP1 agonist	D2 PAM	GRP78 ERSR act	Vif-A3F inh	D1 ag
C[C@H]1CN([C@@H](C)CO)S(=O)(=O)c2ccc(Br)cc2O[C@H]1CN(C)Cc1ccccc1F	1%	-10	.	.	.	.	-3%	-1%	.
C[C@@H]1CCCCO[C@@H](CN(C)S(=O)(=O)c2cn(C)cn2)[C@@H](C)CN([C@H](C)CO)C(=O)c2cc(N(C)C)ccc2O1	-1%	1	.	.	.	.	0%	0%	.
O=S(=O)(c1ccccc1)N1CCC(N2CCN(c3ccccc3)CC2)CC1	.	.	-4	-1	3.7%	-24	.	.	1
CCOC(=O)CNC(=O)c1ccc(OCC(F)(F)F)cc1	2%	-8	3	-8	1.5%	-5	-4%	0%	1
CCOc1ccccc1N(CC(=O)NCCOC)C(=O)CCC(=O)Nc1ccccn1	0%	-11	-1	3	-3.8%	24	-5%	3%	3
CCc1ccccc1NC(=O)CSc1nccn1C	0%	0	-3	0	-0.6%	-17	-3%	-2%	0
CC(=NCCc1ccccc1)C1=C(O)C(c2ccccc2)OC1=O (centres undefined)	-4%	-5	3	-1	2.1%	-12	-1%	-2%	1
COC(=O)CNC(=O)COC(=O)c1ccc(OC)c([N+](=O)[O-])c1	2%	-15	1	9	-0.6%	-2	-5%	-3%	3
Clc1ccc(-c2nc(/C=N/N3CCOCC3)c3ccccn23)cc1	-1%	1	21	-7	1.7%	1	3%	11%	0
CC(=O)c1c(C)[nH]c(C(=O)COc2cc(C)cc(C)c2)c1C	2%	-11	-3	-27	4.5%	3	-5%	-4%	9

Main list, from the first entry:
SMILES	Vif-APOBEC3G blk	LDHA inh	D1 potentiator	D1 antag	RXFP1 agonist	D2 PAM	GRP78 ERSR act	Vif-A3F inh	D1 ag
C[C@H]1CN([C@@H](C)CO)S(=O)(=O)c2ccc(Br)cc2O[C@H]1CN(C)Cc1ccccc1F	1%	-10	.	.	.	.	-3%	-1%	.
C[C@@H]1CCCCO[C@@H](CN(C)S(=O)(=O)c2cn(C)cn2)[C@@H](C)CN([C@H](C)CO)C(=O)c2cc(N(C)C)ccc2O1	-1%	1	.	.	.	.	0%	0%	.
O=S(=O)(c1ccccc1)N1CCC(N2CCN(c3ccccc3)CC2)CC1	.	.	-4	-1	3.7%	-24	.	.	1
CCOC(=O)CNC(=O)c1ccc(OCC(F)(F)F)cc1	2%	-8	3	-8	1.5%	-5	-4%	0%	1
CCOc1ccccc1N(CC(=O)NCCOC)C(=O)CCC(=O)Nc1ccccn1	0%	-11	-1	3	-3.8%	24	-5%	3%	3
CCc1ccccc1NC(=O)CSc1nccn1C	0%	0	-3	0	-0.6%	-17	-3%	-2%	0
CC(=NCCc1ccccc1)C1=C(O)C(c2ccccc2)OC1=O (centres undefined)	-4%	-5	3	-1	2.1%	-12	-1%	-2%	1
COC(=O)CNC(=O)COC(=O)c1ccc(OC)c([N+](=O)[O-])c1	2%	-15	1	9	-0.6%	-2	-5%	-3%	3
Clc1ccc(-c2nc(/C=N/N3CCOCC3)c3ccccn23)cc1	-1%	1	21	-7	1.7%	1	3%	11%	0
CC(=O)c1c(C)[nH]c(C(=O)COc2cc(C)cc(C)c2)c1C	2%	-11	-3	-27	4.5%	3	-5%	-4%	9
CC(C)(C)OC(=O)N1CCC(c2c(C(=O)N3CCCCC3)cnn2-c2ccc(F)cc2)CC1	2%	-12	0	8	-2.3%	2	-2%	0%	0
CCn1cc(C(=O)O)c(=O)c2cc(F)c(N3CCN(S(=O)(=O)c4ccc(NC(C)=O)cc4)CC3)cc21	1%	6	-7	22	-0.5%	10	-5%	6%	1
CCc1nc2c(cnn2-c2ccc(Cl)cc2)c(=O)n1-c1ccc2c(c1)OCCO2	-9%	-1	-3	-18	-0.1%	-3	1%	-5%	2
Cc1cccc(C(=O)Nc2ccccc2NC(=O)c2cccc(C)c2)c1	-4%	-2	1	5	-3.4%	-1	-12%	?	3
CC(C)NC(=O)Nc1ccc2c(c1)C(=O)N([C@H](C)CO)C[C@H](C)[C@@H](CN(C)S(=O)(=O)c1cn(C)cn1)O2	0%	1	.	.	.	.	-3%	-7%	.
CC1CCCN(C(=O)CSc2nnc(-c3ccncc3)n2C)C1 (centres undefined)	1%	-3	4	-6	-0.1%	12	-3%	12%	2
Cc1ccc(C(C)n2cc(C(=O)NCCN3CCN(C)CC3)nn2)cc1 (centres undefined)	1%	-2	-1	0	0.2%	.	-3%	0%	3
CCOC(=O)c1c(C)[nH]c(C)c1S(=O)(=O)N(C)CC(=O)Nc1ccc(CC)cc1	4%	3	-4	-25	11%	-1	1%	1%	0
CC(NC(=O)c1cn(C)c2ccc(S(=O)(=O)N3CCCC3)cc2c1=O)c1ccc2c(c1)OCCO2 (centres undefined)	2%	-9	-6	-4	-1.4%	-5	-4%	-6%	3
CCOC(=O)CC(=O)CSc1nc2sc(C)cc2c(=O)n1Cc1ccco1	-2%	-2	2	6	-1.1%	6	-2%	-5%	4
CC1Cc2ccccc2N1C(=O)CSc1nnc(-c2ccc(S(=O)(=O)N3CCOCC3)cc2)n1C (centres undefined)	-1%	-5	-5	-1	-0.1%	4	-4%	9%	0
COc1ccc(C(=O)NNc2ccccc2)cc1OC	-17%	6	-2	3	0.4%	-1	-1%	-4%	2
CC(C)C(=O)N1c2nc(-c3ccco3)nn2C2(CCCCC2)[C@@H]2CCCC[C@@H]21	6%	-7	0	-2	-2.8%	4	-5%	7%	2
O=c1[nH]c2ccccc2nc1-c1ccccc1	-9%	-4	-1	10	7.1%	6	-2%	-18%	4
CCNC(=O)C1Cc2ccccc2CN1S(=O)(=O)c1ccc(F)cc1 (centres undefined)	1%	1	-2	2	0.0%	0	-5%	10%	0
Cc1cc(C)c2c(=O)c3c(oc2c1)C(=O)N(CCO)C3c1cccc(O)c1 (centres undefined)	1%	-2	-3	3	-0.7%	.	-5%	7%	1
CCN(C[C@H]1N[C@@](CC)(C(=O)OC)[C@H]2C(=O)N(C)C(=O)[C@@H]12)S(=O)(=O)c1ccc(OC)cc1	6%	1	.	.	.	.	-2%	-6%	.
O=C(CC(=O)N/N=C/c1ccccc1O)NCc1cccnc1	-10%	6	1	22	-1.1%	14	3%	8%	4
COc1ccc(Cl)cc1NC(=O)Cn1nnc2sc(-c3ccccc3)cc2c1=O	.	-1	-1	-12	0.0%	6	.	.	0
CCC(C)N(C(=O)c1csnn1)C(C(=O)NC1CCCC1)c1ccc(F)cc1 (centres undefined)	1%	-6	.	-8	3.7%	10	-2%	3%	8
Cc1c(NC(=O)COc2ncnc3ccccc23)c(=O)n(-c2ccccc2)n1C	0%	-1	2	17	5.6%	0	-6%	0%	1
Cc1ccc([N+](=O)[O-])cc1S(=O)(=O)Nc1cccc(-c2ccc(N3CCOCC3)nn2)c1	-2%	-3	-2	-3	1.2%	-8	3%	3%	3
CC(/C=C/c1ccccc1)=N\NC(=O)c1ccncc1	2%	-2	-5	10	-1.9%	-13	1%	-15%	-1
O=C(OC(C(=O)NCc1ccccc1)c1ccccc1)c1ccco1 (centres undefined)	-5%	-6	-6	4	1.1%	10	-3%	6%	2
NC(=O)[C@@H]1CCCNc2c(I)cc([N+](=O)[O-])cc2C(=O)N[C@@H](Cc2ccccc2)C(=O)N[C@@H](Cc2cnc[nH]2)C(=O)N1	-9%	7	-5	-4	2.2%	2	-6%	-8%	-3
CCCCNC(=O)CCCCCNS(=O)(=O)c1ccc(Br)cc1	1%	-7	0	-5	0.9%	1	-6%	3%	4
O=C(Nc1nccs1)c1ccc(S(=O)(=O)c2ccccc2)cc1	1%	-7	1	-10	0.7%	16	-3%	4%	4
CS(=O)(=O)N(CC(=O)N1CCOCC1)c1cccc(F)c1	4%	-8	-1	6	0.7%	-1	-5%	0%	3
COc1ccc(NC(=O)CN2CCN(S(=O)(=O)c3ccc(Cl)cc3)CC2)cc1	-6%	7	0	-18	0.3%	7	-2%	8%	1
COc1ccc(OC)c(CNC(=O)CCN2C(=O)COc3ccccc32)c1	0%	1	-3	12	-0.4%	13	-4%	-8%	-1
CCN(C(=O)CSc1nnc(Cn2nnc3ccccc32)o1)c1nc(C)cs1	2%	-5	-1	-6	-2.2%	-2	-5%	3%	3
Cc1ccc2nsnc2c1NC(=O)CCc1ccccc1	-1%	-5	-3	-19	3.4%	-6	-3%	-5%	2
Cc1ccc(C(=O)COc2nc(C)cc(C)c2C#N)cc1	-6%	-4	5	-3	5.8%	7	0%	7%	2
COc1nc(N=C(N)N)nc2ccc(C)cc12	.	.	7	-11	1.2%	-2	.	.	4
CCOC(=O)N1CCN(C(=O)CSc2cc(C)nc3c(-c4ccccc4OC)c(C)nn23)CC1	-1%	5	-4	7	0.0%	-9	-1%	-9%	-5
COC(=O)c1ccc(Cl)cc1NC(=O)Nc1nnc(N(C)C2CCCCC2)s1	-5%	-2	2	11	-4.0%	4	-2%	-3%	1
Cc1ccc(S(=O)(=O)NCC(=O)N(c2ccccc2)C(C(=O)NCc2ccccc2)c2ccco2)cc1 (centres undefined)	3%	1	5	8	3.1%	3	-3%	-11%	1
O=C1c2ccccc2C(=Nc2ccccc2)C1c1cccc(Br)c1 (centres undefined)	-2%	3	-4	-14	-0.2%	6	-5%	0%	0

Screening data from PubChem BioAssay.

The list is partial; rates above refer to the full screens.
